D1 potentiator – enhances dopamine response at the human D1 receptor. P21728. HEK293 TREx D1 cells, calcium flux, dopamine EC20 potentiation. potentiation, % at 10 µM. actives 0.036% (n = 360,000). AID 504651; in the data active = potentiation above about 30%; note: 0% is about no effect
D1 agonist – human D1 receptor agonism; P21728; HEK293 T-REx D1 cells, calcium flux, agonist mode; activation, % at 2 µM; actives 1% (n = 360,000); in the data active = activation above about 30%; note: 0% is about no effect
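Tetracycline-induced HEK293 TREx D1 cells, force-coupled to calcium signalling, were dye-loaded with a no-wash calcium kit. Compound was pin-added after a 10 s baseline. Fluorescence was read kinetically at 1 cycle/s for 180 s, with calcium rises flagged as agonism.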
RXFP1 antag – antagonists of human relaxin receptor RXFP1; activity change, negative = inhibition, % at 57.5 µM; HEK293-RXFP1, relaxin-stimulated cAMP HTRF, 30 min; hits give low values; Q9HBX9; actives 0.59% (n = 350,000); AID 1259400;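 active = activity change of -60% or lower, but not beyond a set lower limit; inconclusive = change between -60% and -40%, or beyond the set limit; inactive = change above -40%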; note: % is set by controls: 0 for no effect and ±100 for the full control effect
Target sequence (Q9HBX9 whole entry, looked up): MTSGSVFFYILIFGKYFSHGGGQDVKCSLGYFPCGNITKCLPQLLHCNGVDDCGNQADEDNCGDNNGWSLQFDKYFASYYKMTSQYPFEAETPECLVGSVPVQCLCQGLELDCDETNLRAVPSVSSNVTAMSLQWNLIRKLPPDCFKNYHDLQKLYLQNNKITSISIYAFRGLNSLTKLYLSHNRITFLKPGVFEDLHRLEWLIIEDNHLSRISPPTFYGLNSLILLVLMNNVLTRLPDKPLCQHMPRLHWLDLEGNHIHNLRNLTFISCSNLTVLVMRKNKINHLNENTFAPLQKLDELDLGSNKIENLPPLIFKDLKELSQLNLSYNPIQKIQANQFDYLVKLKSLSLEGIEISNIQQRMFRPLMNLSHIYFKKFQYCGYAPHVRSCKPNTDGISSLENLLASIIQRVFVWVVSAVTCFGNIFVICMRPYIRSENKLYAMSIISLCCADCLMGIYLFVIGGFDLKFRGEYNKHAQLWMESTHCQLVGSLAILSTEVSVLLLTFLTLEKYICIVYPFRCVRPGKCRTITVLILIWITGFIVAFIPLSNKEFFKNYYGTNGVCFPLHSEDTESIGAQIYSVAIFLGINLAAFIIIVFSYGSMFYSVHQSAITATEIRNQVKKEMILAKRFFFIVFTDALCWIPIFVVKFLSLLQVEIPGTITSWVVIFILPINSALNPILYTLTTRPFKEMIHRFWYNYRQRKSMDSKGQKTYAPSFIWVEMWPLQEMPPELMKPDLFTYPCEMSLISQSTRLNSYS
Vif-A3G inh – Vif-A3G binding inhibition. HeLa A3G-eYFP + Vif (tagged APOBEC3G with the HIV-1 protein that degrades it), YFP fluorescence, overnight. Potency, µM (top dose mostly 46.1 µM), inactives show top-dose activity, negative = active, most hits filed as inhibitors. actives 0.076% (n = 410,000);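 note: potency is the fitted concentration of half-maximal effect; % is set by controls: 0 for no effect and ±100 for the full control effect; nearly all actives have a fitted effect of over 60% in size; hits raise eYFP signal because A3G escapes Vif-driven loss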
Target sequence (Q9HC16 whole entry, looked up): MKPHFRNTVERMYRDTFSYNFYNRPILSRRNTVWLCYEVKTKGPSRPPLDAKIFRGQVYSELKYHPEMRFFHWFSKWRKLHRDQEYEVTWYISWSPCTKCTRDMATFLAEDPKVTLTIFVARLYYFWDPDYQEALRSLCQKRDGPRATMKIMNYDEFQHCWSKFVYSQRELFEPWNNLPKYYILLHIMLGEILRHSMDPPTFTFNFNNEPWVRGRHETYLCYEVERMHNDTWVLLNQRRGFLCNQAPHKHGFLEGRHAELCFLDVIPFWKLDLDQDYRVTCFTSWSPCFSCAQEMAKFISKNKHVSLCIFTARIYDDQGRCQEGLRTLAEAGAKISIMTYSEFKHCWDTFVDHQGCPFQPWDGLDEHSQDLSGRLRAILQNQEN
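Read-out is eYFP fluorescence (Ex 488/Em 500-530) from Vif-expressing HeLa A3G-eYFP cells; more signal means A3G escaped Vif-mediated degradation. Cells plated overnight, compound pinned in, incubated overnight at 37 deg C.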
RXFP1 ag – RXFP1 (human) receptor agonism; actives 0.3% (n = 370,000); HEK293T-RXFP1 cAMP TR-FRET, 30 min; response scale: percent of porcine relaxin response, buffer zero; Potency, µM (highest dose often 57.5 µM), inactives show at the highest dose activation, most hits filed as activators; note: potency is the fitted concentration of half-maximal effect; % is set by controls: 0 for no effect and ±100 for the full control effect; nearly all actives have a fitted effect of over 60% in size; many of its hits are not listed in these tables
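Agonist response is measured as cAMP accumulation in an RXFP1-transfected HEK293T line under PDE4 inhibition. Values are scaled between buffer-only and 29 nM porcine relaxin, and EC50s come from standard Hill equation fits.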
Vif-A3F inh – inhibitors of Vif-A3F interaction. HeLa A3F-eYFP + Vif (tagged APOBEC3F with the HIV-1 protein that degrades it), YFP fluorescence increase. Potency, µM (top dose mostly 46.1 µM), for inactives: at the highest dose activity, negative = active. actives 0.2% (n = 390,000). AID 602313; note: potency is the fitted concentration of half-maximal effect; % of control where 0% means no effect; nearly all actives have a fitted effect of over 65% in size
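HeLa cells stably expressing Vif plus C-terminally eYFP-tagged A3F were seeded, incubated overnight at 37 deg C, dosed with compound, incubated overnight again at 37 deg C. Yellow fluorescence (Ex 488/Em 500-530) reported blocked Vif-mediated A3F-eYFP degradation.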
D1 antagonist – human D1 dopamine receptor antagonism. P21728. HEK293 TREx D1 cells, calcium flux, dopamine EC80; hits give low values. activity change, negative = inhibition, % at 10 µM. actives 3.2% (n = 360,000). AID 504652; in the data active = activity change below about -30%; note: % is set by controls: 0 for no effect and ±100 for the full control effect
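Calcium flux readout: force-coupled, inducible Hek293 Trex D1 line, cells induced overnight at 30 C with tetracycline, dye-loaded 30–90 min at RT. Antagonism scored against EC80 dopamine challenge given 180 s after compound.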
Glioma ERSR ind – induces the endoplasmic reticulum stress response in human glioma cells; U87-MG GRP78 promoter luciferase reporter, 16 h; Potency, µM, without a hit: at the highest dose activation, actives largely listed as activators; actives 0.02% (n = 420,000); AID 602332; note: potency is the fitted concentration of half-maximal effect; series mostly up to about 76 µM; % of control where 0% means no effect; nearly all actives have a fitted effect of over 35% in size
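Stably transfected U87-MG glioma cells carrying a GRP78-based luciferase sensor; 16 h compound incubation. Luminescence end-point read 10 min after Bright-Glo addition at room temperature.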
D2 potentiator – positively modulates the human D2 dopamine receptor allosterically. HEK293 T-REx D2, calcium flux, EC20 dopamine potentiation. potentiation, % at 10 µM. actives 0.34% (n = 340,000). AID 485347;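 active = potentiation over 3 SD above the plate norm, cut at about 30% in these data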; note: 0% is about no effect
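Tetracycline-induced Hek293 Trex D2 cells, force-coupled to calcium, loaded with no-wash calcium dye. Compound added with 180 s kinetic read for agonism, then EC20 dopamine and a further 180 s read for potentiation.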
An asterisk follows results filed as active; ? = inconclusive; / = no result given. Unless noted, calls come from the whole dose curve; as a rule, active = well fitted curve in the direction sought with a large enough effect; inconclusive = small, poorly fitted or top-dose-only effect, or another doubt; inactive = no such curve, though single readings can be large; an effect the other way counts as inactive or inconclusive. Only part of the results is shown (hit frequency here may not be typical).

SMILES	D1 potentiator	D1 agonist	RXFP1 antag	Vif-A3G inh	RXFP1 ag	Vif-A3F inh	D1 antagonist	Glioma ERSR ind	D2 potentiator
CCOC(=O)c1ccc(S(=O)(=O)NCCNCc2ccccc2)cc1	/	/	10.0	0.2%	/	-1.1%	/	-3.2%	/
COc1ccc(O)c(C(=O)CC(=O)c2ccncc2)c1	/	/	-14.6	0.8%	/	-14.4%	/	-2.7%	/
Cn1c(CCC(N)=O)nnc1SCC(=O)Nc1cc(S(=O)(=O)N2CCCC2)ccc1Cl	-6.3	0.5	1.5	1.8%	-1.3%	-1.7%	-3.8	-2.5%	0.1
COc1cc(OC)c(C(=O)NNC(=O)CN(C)S(=O)(=O)c2ccc(Cl)cc2)cc1OC	-6.2	-0.9	-10.4	0.0%	0.3%	4.4%	-13.8	-2.1%	-5.3
COc1cc(-c2nc3ccccn3c2Nc2ccccc2C)ccc1O	0.8	-1.0	-22.7	?	6.2%	-7.7%	3.1	-3.4%	10.6
COc1ccc(OCCCCc2c(C)n[nH]c2C)cc1	/	/	-5.5	2.7%	/	8.5%	/	-0.3%	/
CCC(C)c1ccc(O)c(/C=N/O)c1 (stereo not given)	-1.8	1.6	-18.4	-4.0%	1.2%	-12.8%	1.7	13.3%	/
Cc1cccc(-c2noc(CSc3nc(-c4ccc(F)cc4)cc(=O)[nH]3)n2)c1	-1.2	0.3	-10.2	-2.5%	24.0%	4.7%	-3.0	-2.4%	-8.7
CCOC(=O)N1CCN(S(=O)(=O)c2cn(C)c(=O)n(C)c2=O)CC1	-8.5	3.3	-7.8	1.2%	3.2%	2.1%	1.7	-4.1%	8.7
CCCCn1c(N)c(N(CC(C)C)C(=O)CC(NC(=O)c2ccccc2)c2ccccc2)c(=O)[nH]c1=O (stereo not given)	-5.5	1.6	-19.7	-5.2%	2.5%	4.1%	15.4	-2.7%	-3.2
COc1ccc(CCC(=O)NCc2ccco2)cc1	-3.3	2.1	-2.9	-1.3%	1.6%	2.0%	-0.8	0.3%	-6.1
Cc1cc2c(cc(C(=O)NCc3cccnc3)n2Cc2ccc(Cl)cc2)o1	5.4	1.0	-13.9	-0.3%	0.9%	-3.0%	-29.1	-2.6%	4.6
CCCCN(C(=O)c1cccc(S(=O)(=O)N2CC(C)OC(C)C2)c1)c1c(N)n(CC(C)C)c(=O)[nH]c1=O (stereo not given)	-0.7	2.1	-0.3	-6.9%	-0.6%	4.3%	-10.8	-5.6%	9.6
O=C1CN(C(=O)COC(=O)CNS(=O)(=O)/C=C/c2ccccc2)c2ccccc2N1	-3.2	3.9	0.1	5.1%	-1.3%	9.6%	0.4	5.8%	3.9
CCc1cccc(NC(=O)CC2Oc3ccccc3NC2=O)c1 (stereo not given)	-7.8	0.8	17.3	-5.1%	0.1%	10.2%	-1.6	-3.4%	-8.4
Cc1sc2ncnc(OCC(=O)NCc3cccs3)c2c1C	-1.9	-1.1	1.1	-10.5%	2.8%	2.3%	-4.7	1.3%	-4.3
CC1CC(C)CN(c2ccc([N+](=O)[O-])nc2)C1 (stereo not given)	-0.1	0.4	-0.1	10.3%	1.7%	-5.1%	-9.3	3.9%	2.7
COCCn1c(=S)[nH]c2cc(C(=O)N3CCN(Cc4ccc5c(c4)OCO5)CC3)ccc2c1=O	-2.1	5.6	-20.4	-2.8%	0.2%	-14.0%	-24.6	-1.0%	11.5
N#Cc1cnc(SCC(=O)Nc2ccccc2C(F)(F)F)nc1N	-5.0	1.1	9.7	-0.2%	1.3%	-8.6%	7.4	0.9%	-0.7
Cc1c(C(=O)Nc2ccncc2)sc2nc(-c3ccc(F)cc3)cn12	-14.3	7.0	-5.8	-10.4%	?	-3.0%	-12.4	1.1%	/
Cc1ccc2occ(/C=C/C(=O)c3ccccc3O)c(=O)c2c1	-9.2	5.6	-2.5	-0.9%	1.3%	-1.6%	15.5	2.1%	-2.1
CC1CCN(C(=O)CCCC(=O)O)CC1	-7.2	0.9	-21.0	0.2%	0.2%	1.3%	-5.5	-0.4%	-0.8
CC(=O)c1ccc(OC(C)C)c(CC(C(N)=O)C(N)=O)c1	4.5	0.9	-0.5	-5.7%	2.6%	-4.1%	2.2	-3.4%	8.4
CCOC(=O)C1(Cc2cccc(OC)c2)CCCN(S(=O)(=O)CC)C1 (stereo not given)	-5.3	-0.4	10.3	4.6%	-1.4%	2.7%	-7.1	-1.9%	-2.7
Cc1onc(-c2ccccc2)c1C(=O)Nc1nnc(N(C)Cc2ccccc2)s1	/	2.0	/	-2.2%	0.4%	-0.6%	12.0	0.3%	9.3
Cn1cccc1C1NC(=O)c2c(sc3c2CCC(C(C)(C)C)C3)N1 (stereo not given)	0.5	-1.0	9.4	-0.8%	3.0%	-4.4%	0.0	0.5%	5.0
Nc1cc(C(=O)OCC(=O)NCCC2=CCCCC2)ccc1Cl	/	/	-10.0	4.4%	/	-6.1%	/	-1.5%	/
CC(=O)N1c2ccc(N=Cc3cc(Br)cc(Br)c3O)cc2CC1C (stereo not given)	-1.2	2.0	/	/	-4.7%	/	-3.9	/	-2.6
COCCC(=O)N1CCCC(N2CCN(c3ccc(F)cc3)CC2)C1 (stereo not given)	-7.7	0.2	10.5	-2.2%	-1.1%	0.2%	35.6	-3.6%	-0.9
COc1ccc(-c2noc(CCCOc3ccc(Cl)cc3Cl)n2)cc1	-2.9	16.8	4.1	-4.0%	0.9%	-6.0%	6.0	-2.9%	/
O=[N+]([O-])c1ccccc1/C=N/NC1=NS(=O)(=O)c2ccccc21	-2.6	4.8	-1.1	-3.2%	0.1%	-22.4%	-8.7	-1.4%	-13.8
O=C(Nc1ncccc1Cl)c1ccccc1F	-3.7	1.7	/	-0.8%	-0.2%	-0.4%	4.1	6.1%	-24.3
COc1cc(CCC(=O)Nc2cnc3ccccc3c2)cc(OC)c1OC	-7.2	1.8	9.2	-4.3%	-0.7%	0.2%	4.1	1.0%	-3.1
OCCCc1nc2ccccc2n1Cc1ccccc1	-1.1	6.2	2.0	-1.0%	-1.5%	1.4%	-16.9	-1.5%	8.4
O=C(CSc1nnc(CNC(=O)c2c(F)cccc2F)o1)NCc1ccco1	-2.0	2.6	1.4	1.0%	-3.4%	-10.4%	-16.5	-4.4%	3.5
COc1ccc(C=O)cc1COc1ccc(Cl)cc1[N+](=O)[O-]	0.6	-0.2	-3.9	-3.1%	-2.3%	-2.7%	11.7	-0.7%	3.6
COc1ccc2nc3sc(C(=O)N4CCN(c5ccc(F)cc5)CC4)cc3cc2c1	-3.0	0.2	/	-3.4%	6.0%	0.1%	-5.1	-2.6%	-2.0
CCN(CC)CCNC(=O)C(=O)NCC(c1cccnc1)N1CCN(c2ccccc2)CC1 (stereo not given)	-0.2	2.2	-5.3	-3.4%	0.6%	-1.5%	-9.8	-2.9%	9.3
Cc1ccc(NC(=O)NCCOCCn2c(=O)oc3ccccc32)c(C)c1	1.2	0.1	/	1.2%	-1.2%	5.2%	2.0	-3.3%	7.6
CCOC(=O)c1cc2sccc2n1CC(=O)Nc1ccc2c(c1)OCCO2	4.5	0.4	-9.3	-6.3%	0.2%	0.4%	-14.1	1.0%	-0.6

Record cards, as listed above. Screens in order: D1 potentiator, D1 agonist, RXFP1 antag, Vif-A3G inh, RXFP1 ag, Vif-A3F inh, D1 antagonist, Glioma ERSR ind, D2 potentiator
`CCOC(=O)c1cc2sccc2n1CC(=O)Nc1ccc2c(c1)OCCO2` reads 4.5, 0.4, -9.3, -6.3%, 0.2%, 0.4%, -14.1, 1.0%, -0.6
`CCN(CC)CCNC(=O)C(=O)NCC(c1cccnc1)N1CCN(c2ccccc2)CC1` (stereo not given) reads -0.2, 2.2, -5.3, -3.4%, 0.6%, -1.5%, -9.8, -2.9%, 9.3
`Cc1c(C(=O)Nc2ccncc2)sc2nc(-c3ccc(F)cc3)cn12` reads -14.3, 7.0, -5.8, -10.4%, ?, -3.0%, -12.4, 1.1%, /

Next section.
SMILES	D1 potentiator	D1 agonist	RXFP1 antag	Vif-A3G inh	RXFP1 ag	Vif-A3F inh	D1 antagonist	Glioma ERSR ind	D2 potentiator
Cc1cccc(C)c1NC(=S)N/N=C/c1c(Cl)cccc1Cl	1.1	1.6	-5.1	-0.2%	0.3%	?	12.5	-1.0%	4.6
O=C1c2c(O)cc(O)cc2O[C@H](c2ccc(O)c(O)c2)[C@H]1O	-0.8	-0.3	/	0.9%	1.6%	3.7%	-13.0	-0.8%	8.4
CCCCN(C)CCNC(=O)Cn1c(=O)sc2ccccc21	-3.6	3.4	/	3.2%	1.4%	-3.9%	2.9	-4.6%	-16.5
Cc1ccc(C(=O)O)cc1NC(=O)CSc1nnc(-c2ccccc2F)n1C1CCCCC1	/	/	-0.4	0.9%	/	8.6%	/	-1.3%	/
CC(C)C[C@@]12C(=O)N(c3cccc(Cl)c3)C(=O)N1[C@H](c1ccc(Br)cc1)[C@@H]1C(=O)N(C(C)(C)C)C(=O)[C@@H]12	-0.4	2.0	/	2.1%	0.0%	1.5%	15.6	-5.6%	-9.3
CCOC(=O)COc1nc(Nc2ccccc2C)nc(N(C)C)n1	2.2	-1.0	-11.8	2.0%	-0.3%	-8.4%	-3.1	0.8%	-4.8
CCn1ncc(CNC(=O)CCSc2nc(-c3ccco3)cc(C(F)(F)F)n2)c1C	1.3	3.4	4.5	1.8%	0.1%	-4.8%	-1.2	-2.9%	-1.5
COc1ccc(NC(=O)CCS(=O)(=O)c2ccc(OC)cc2)cc1	-11.9	-0.6	0.0	-1.7%	0.6%	8.5%	-41.7*	-0.4%	/

3 records drawn at random from those above:
SMILES	D1 potentiator	D1 agonist	RXFP1 antag	Vif-A3G inh	RXFP1 ag	Vif-A3F inh	D1 antagonist	Glioma ERSR ind	D2 potentiator
CCCCN(C(=O)c1cccc(S(=O)(=O)N2CC(C)OC(C)C2)c1)c1c(N)n(CC(C)C)c(=O)[nH]c1=O (stereo not given)	-0.7	2.1	-0.3	-6.9%	-0.6%	4.3%	-10.8	-5.6%	9.6
Cc1cccc(-c2noc(CSc3nc(-c4ccc(F)cc4)cc(=O)[nH]3)n2)c1	-1.2	0.3	-10.2	-2.5%	24.0%	4.7%	-3.0	-2.4%	-8.7
COCCn1c(=S)[nH]c2cc(C(=O)N3CCN(Cc4ccc5c(c4)OCO5)CC3)ccc2c1=O	-2.1	5.6	-20.4	-2.8%	0.2%	-14.0%	-24.6	-1.0%	11.5

Assay outcomes: PubChem BioAssay, National Center for Advancing Translational Sciences (NCATS)
